Bioassay records (PubChem)
HGIII-sPLA2 inh: Blocks human group III sPLA2 activity. Q9NZ20. QFRET BODIPY PC-A2 liposome hydrolysis, fluorescence. inhibition, % at 12.2 µM. actives 0.56% (n = 370,000). AID 743126;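 active = inhibition above mean plus 3 SD of compounds lying within the high and low control bounds, cut at about 19% in these data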;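 note: 0% = median of test compound wells and 100% = no enzyme DMSO wells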
proKLK7 act: activators of human kallikrein-7 zymogen; P49862; purified proKLK7, EDANS-DABCYL substrate fluorescence; 100% is mature enzyme control, 0% vehicle; activation, % at 7 µM; actives 0.9% (n = 370,000); AID 652039;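 active = activation above the mean of all tested compounds plus 3 SD, computed per campaign excluding outliers beyond control limits, cut at about 13% in these data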
Target sequence (P49862 whole entry, looked up): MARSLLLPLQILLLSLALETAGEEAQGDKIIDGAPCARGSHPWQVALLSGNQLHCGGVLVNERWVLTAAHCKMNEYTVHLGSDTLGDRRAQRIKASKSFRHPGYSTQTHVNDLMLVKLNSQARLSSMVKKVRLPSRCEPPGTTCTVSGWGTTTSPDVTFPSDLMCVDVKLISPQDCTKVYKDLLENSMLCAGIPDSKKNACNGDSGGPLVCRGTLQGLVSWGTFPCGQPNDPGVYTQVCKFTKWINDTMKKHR
Tn6 DDE FP: DD(E)-Tn6 binding inhibition, primary FP screen | P02675 | Fibrin DD(E) TRITC-Tn6 fluorescence polarization displacement | inhibition, % at 8.3 µM | actives 0.21% (n = 370,000);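 active = inhibition above a per-campaign cutoff: mean of compounds within control limits plus 3 SD, cut at about 15% in these data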;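 note: 0% = median of all compound wells on the plate and 100% = blocking peptide control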
ASAP1 inh: inhibitors of human ASAP1 ArfGAP activity | inhibition, % at 16.5 µM | ASAP1-stimulated ARF1 GTP hydrolysis, GDP FP detection | AID 624377 | Q9ULH1 | actives 0.19% (n = 360,000); in the data active = inhibition above about 25%;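 note: 0% = vehicle with enzyme and substrate and 100% = no enzyme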
FXN GAA850 act: activators of GAA850 frataxin (FXN) promoter; HEK293 lucGAA850 FXN promoter luciferase reporter, 24 h; percent of 10 µM SAHA response; activation, % at 6 µM; actives 0.56% (n = 360,000);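 active = activation above the average of all compounds screened plus 3 SD, cutoff fixed separately per campaign, cut at about 7.5% in these data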;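 note: 0% = DMSO wells and 100% = 10 µM SAHA wells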
ADAM10 inh: inhibits human ADAM10; recombinant ADAM10, EDANS/DABCYL FRET peptide cleavage, 3 h; inhibition, % at 7 µM; actives 0.62% (n = 370,000);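 active = inhibition above a per-campaign cutoff equal to the mean of compounds falling between control-based bounds plus 3 SD, cut at about 20% in these data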;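 note: 0% = DMSO wells while the 100% control is not disclosed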
Target sequence (O14672 214-748 limits assumed): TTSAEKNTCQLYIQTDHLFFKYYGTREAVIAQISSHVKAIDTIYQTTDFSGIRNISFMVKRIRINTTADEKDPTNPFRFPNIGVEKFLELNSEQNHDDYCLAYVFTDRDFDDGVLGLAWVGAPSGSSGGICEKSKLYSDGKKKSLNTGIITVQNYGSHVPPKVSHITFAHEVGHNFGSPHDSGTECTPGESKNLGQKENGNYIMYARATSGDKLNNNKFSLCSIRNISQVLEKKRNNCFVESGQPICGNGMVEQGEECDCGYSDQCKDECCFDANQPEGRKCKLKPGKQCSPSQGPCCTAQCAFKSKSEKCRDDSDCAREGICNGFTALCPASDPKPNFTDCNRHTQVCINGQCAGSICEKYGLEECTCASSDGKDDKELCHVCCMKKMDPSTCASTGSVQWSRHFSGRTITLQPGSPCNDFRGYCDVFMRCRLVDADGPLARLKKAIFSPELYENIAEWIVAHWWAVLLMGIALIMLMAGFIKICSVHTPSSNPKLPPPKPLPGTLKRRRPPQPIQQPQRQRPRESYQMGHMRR
rCAG RNA binder: r(CAG) repeat RNA binding; TO-PRO-1 dye displacement fluorescence; inhibition, % at 3 µM; actives 1.3% (n = 370,000); AID 651821;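 active = inhibition above the plate cutoff, the mean of all test compounds on that plate plus 3 SD, cut at about 35% in these data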;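 note: 0% = DMSO alone and 100% = 100 µM mitoxantrone as full dye displacement; higher means more dye released from RNA so lower well fluorescence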
NPR2 activator: GC-B (human) receptor activation. P20594. HEK293-GC-B cells, CNP EC30, cGMP TR-FRET; 0% at EC30 CNP, 100% saturating CNP. AID 1920062. actives 0.11% (n = 370,000). activation, % at 10 µM;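 active = activation at 10 µM reaching about 35% in either raw or pattern-adjusted values, limit read from the data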
GC-A act: GC-A (human) enzyme activation; activation, % at 10 µM; AID 1671463; HEK293 GC-A cells, cGMP TR-FRET, EC30 ANP; 0% at EC30 ANP, 100% saturating ANP; actives 0.14% (n = 370,000); in the data active = activation above about 40%
ARFGAP1 inhibitor: inhibitors of rat ARFGAP1. Q62848. Arfgap1-stimulated ARF1 GTP hydrolysis, GDP FP detection. inhibition, % at 16.5 µM. actives 0.26% (n = 360,000). AID 651572;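 active = inhibition above a per-plate limit, mean inhibition of low control wells plus 3 SD, cut at about 25% in these data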;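 note: 0% = DMSO wells with enzyme and 100% = wells lacking Arfgap1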
Target sequence (Q62848 1-136 limits assumed): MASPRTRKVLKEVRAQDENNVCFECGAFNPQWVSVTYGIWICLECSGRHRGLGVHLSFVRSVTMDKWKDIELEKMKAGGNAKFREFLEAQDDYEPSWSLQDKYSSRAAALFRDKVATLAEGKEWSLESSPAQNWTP
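Assay system: Rat Arfgap1 GAP domain (His6, aa 1-136), purified enzyme | Buffer or medium: HEPES 25 mM pH 7.5, NaCl 150 mM, MgCl2, DTT | Schedule: GTP hydrolysis reaction 2 h at 25 °C | Signal: FP of antibody-bound GDP Alexa 633 tracer, ex 620/em 688 nm | Measure: Percent inhibition of Arfgap1-stimulated GTP hydrolysis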
* = called active by the depositor; i = inactive; · = not tested or not shown.

item	compound	HGIII-sPLA2 inh	proKLK7 act	Tn6 DDE FP	ASAP1 inh	FXN GAA850 act	ADAM10 inh	rCAG RNA binder	NPR2 activator	GC-A act	ARFGAP1 inhibitor
1	CCOCCCNc1ncc2c(n1)CC(c1ccc(C)cc1)CC2=O (stereo not given)	2	0.7	-7	3	1.7	-2	-4	-2	-2	3
2	Cc1ccc(-c2cc(C(=O)NCCCN3CCOCC3)no2)cc1	1	-0.5	5	9	-8.9	0	-6	4	4	2
3	CCCCn1c(N)c(N(CC(C)C)C(=O)c2cnccn2)c(=O)[nH]c1=O	2	-0.1	7	-7	-1.5	-5	0	2	1	2
4	CCCN1CCN(C(=O)c2ccc(CS(=O)c3ccc(F)cc3)o2)CC1 (stereo not given)	8	-0.5	-1	8	-0.1	-2	-5	1	1	-9
5	CC1CCCN(S(=O)(=O)c2ccc3[nH]c(=O)cc(C(=O)NCCCN4CCCCCC4)c3c2)C1 (stereo not given)	-3	-1.7	8	10	0.1	-13	13	2	5	9
6	COC(=O)Nc1cc(C)nc2ccccc12	0	-0.8	-1	6	-0.4	-8	0	1	1	8
7	O=C(NC1CCCC1)c1nc(-c2ccco2)oc1-c1ccccc1	2	-1.1	-6	12	·	-84	35*	3	-1	-6
8	COc1ccccc1CNS(=O)(=O)c1c(C)[nH]c(C)c1C(=O)N1CCCC1	10	-0.5	1	0	1.5	2	-1	-6	5	17
9	Cc1cc(C)n(-c2ccc(C(=O)OCC(=O)Nc3ccccc3F)cc2)n1	2	0.5	-5	7	-0.4	-3	0	5	3	9
10	O=C(COC(=O)c1cc(S(=O)(=O)N2CCOCC2)cs1)c1ccccc1	-5	-0.3	1	3	0.0	1	-2	-4	-1	4
11	Cc1ccc(-c2noc(=O)n2CC(=O)Nc2ccc(S(=O)(=O)NC3CC3)cc2)cc1	-39	0.8	1	-9	-3.1	-4	12	-4	-6	3
12	COc1ccc(-c2[nH]ncc2CN2CCC(O)(c3ccc(Cl)cc3)CC2)cc1	-7	0.7	0	6	-5.9	1	2	-10	-22	-2
13	C=C(C)CNC(=S)N/N=C(\C)c1ccc(OC)cc1	12	-0.5	4	-1	0.6	2	-2	1	1	-1
14	COc1ccc(N(CC(=O)NCc2ccc3c(c2)OCO3)C(=O)CCC(=O)Nc2ccccn2)cc1	2	0.0	-7	-1	-1.2	-9	-3	1	-3	1
15	COCCCNC(=O)C[C@@H]1C[C@@]2(C(=O)OC)CCCCC=C2N(Cc2ccc(Cl)cc2Cl)C1=O	-14	0.8	-3	4	·	-3	2	-3	-6	4
16	CCN(CCCNC(=O)CNC(=O)Cn1cnc2ccccc2c1=O)c1ccccc1	2	-0.2	-1	7	-1.5	1	-8	-2	-2	-12
17	CC1CCCN(c2c([N+](=O)[O-])c(=O)oc3ccccc23)C1 (stereo not given)	-4	0.4	9	0	1.3	2	4	2	0	-9
18	O=C(O)c1cccc(NC(=O)c2cccc(S(=O)(=O)Nc3cccc([N+](=O)[O-])c3)c2)c1	-11	-0.5	4	-4	2.5	-10	12	1	-2	6
19	COc1ccc(C2c3c(ncn(Cc4ccco4)c3=N)Oc3ccc4ccccc4c32)cc1 (stereo not given)	2	-1.5	-6	-1	-0.8	15	23	1	0	-3
20	C=CCn1c(NC(=O)c2ccccc2Cl)c(C#N)c2nc3ccccc3nc21	-30	10	-2	-10	-1.8	-272	69*	2	4	-12
21	CCOC(=O)c1sc(N)nc1C(C)C	11	0.2	3	1	2.8	-2	0	-2	-1	-1
22	CC(OC(=O)CCc1nc2ccccc2c(=O)[nH]1)C(=O)NCc1ccc2c(c1)OCO2 (stereo not given)	1	0.4	3	2	1.2	-5	1	2	-2	7
23	CC1(C(=O)NS(=O)(=O)C2CC2)CCCN(C(=O)c2ccc3c(c2)OCO3)C1 (stereo not given)	6	0.0	8	-14	-2.5	-8	1	1	3	3
24	CCOC(=O)Cc1cnc(N)s1	9	0.0	7	-6	0.6	-1	0	3	0	-10
25	CC(C)Cn1c(N)c(C(=O)CSc2ncn[nH]2)c(=O)n(C)c1=O	0	-0.5	2	-5	0.3	0	-3	-12	0	7
26	CC(=O)c1ccc(-n2nncc2C(C)(C)C)cc1	2	-0.9	-2	-13	-1.0	-1	-5	1	1	4
27	CC[C@@]12C(=O)N(c3ccc(OC)cc3)C(=O)N1[C@H](c1ccc(Cl)cc1)[C@@H]1C(=O)N(C3CCCCC3)C(=O)[C@@H]12	0	0.3	3	-2	10*	6	2	-18	-18	-11
28	Cc1cc(C)n(C(=O)c2cc3c(s2)CCCC3)n1	0	-0.2	0	3	0.3	4	-1	-10	-10	-2
29	CCOc1ccc(CC(=O)NCc2ccc3c(c2)cc(C)n3C)cc1	-1	0.5	45*	7	-0.5	1	12	-3	0	18
30	CCNC(=O)n1nccc1C(C)Oc1cccc(C(F)(F)F)c1 (stereo not given)	-1	0.1	7	-2	3.3	-2	-7	8	1	-9
31	CN(c1ncc(C(F)(F)F)cc1Cl)n1cc(C(=O)O)c2ccccc2c1=O	6	-0.3	0	0	-0.3	-12	6	9	5	-6
32	C/C(=N\NC(=O)c1ccn(C)n1)c1cccc(NC(=O)c2ccncc2)c1	-5	-0.5	5	-8	-0.1	0	1	3	2	7
33	CCCCCc1ccc(-c2cn(CCCOCc3ccccc3)nn2)cc1	-11	0.1	2	-18	-1.4	2	-3	3	1	-3
34	Fc1ccc(N/N=C/c2ccncc2)c(F)c1	11	-0.4	-5	4	4.5	-11	7	0	0	9
35	COc1ccc(-c2oc3ccc(-c4ccc(OC)nc4)cc3c2C#CC2(O)CCCCC2)cc1	-6	-1.0	3	-3	-0.3	-74	7	5	-1	7
36	Cc1ccc([N+](=O)[O-])cc1N=C1C(=O)Nc2ccccc21	-1	-0.7	0	0	1.3	1	2	-3	2	-2

Retrieved one by one from the list above, 2 records:
item	compound	HGIII-sPLA2 inh	proKLK7 act	Tn6 DDE FP	ASAP1 inh	FXN GAA850 act	ADAM10 inh	rCAG RNA binder	NPR2 activator	GC-A act	ARFGAP1 inhibitor
11	Cc1ccc(-c2noc(=O)n2CC(=O)Nc2ccc(S(=O)(=O)NC3CC3)cc2)cc1	-39	0.8	1	-9	-3.1	-4	12	-4	-6	3
6	COC(=O)Nc1cc(C)nc2ccccc12	0	-0.8	-1	6	-0.4	-8	0	1	1	8

Next structures follow.
item	compound	HGIII-sPLA2 inh	proKLK7 act	Tn6 DDE FP	ASAP1 inh	FXN GAA850 act	ADAM10 inh	rCAG RNA binder	NPR2 activator	GC-A act	ARFGAP1 inhibitor
37	CC(C)(C)c1ccc(OCC(=O)N/N=C/c2ccc(N3CCOCC3)cc2)cc1	-3	-2.8	1	-11	0.5	-126	3	-1	0	0
38	Cc1cc(C)nc(N2CCCC(C(=O)Nc3cc(F)ccc3C)C2)n1 (stereo not given)	4	0.7	-1	5	-3.0	-6	-5	-3	-1	10
39	COc1ccc(NC(=O)CN2C(=O)c3ccccc3S2(=O)=O)cc1S(=O)(=O)N1CCOCC1	7	-0.2	0	-7	2.6	-10	-1	1	-6	0
40	COc1ccc(Nc2nc(-c3ccccc3O)nc3ccccc23)cc1	-11	-68	-8	11	-0.8	21*	38*	-2	-3	16
41	O=C(NC1CCCC1)C(c1ccncc1)N(C(=O)Cc1cccs1)c1cccc(F)c1 (stereo not given)	0	0.6	-3	2	-0.9	9	-1	-15	-16	13
42	COc1ccc(NC(=O)c2sc(=S)[nH]c2N)cc1	10	-0.1	1	-6	2.6	6	0	0	-2	-8
43	Cc1oc(-c2ccccc2Cl)nc1CN1CCCC1c1ccc(F)cc1 (stereo not given)	4	-0.1	-1	-4	-0.2	9	2	-5	-10	-2
44	CCOC(=O)c1c(NC(=O)C2COc3ccccc3O2)sc2c1CC(C)(C)NC2(C)C (stereo not given)	-3	-0.5	-5	3	-0.3	3	1	5	6	1
45	CCOC(=O)[C@]12CCCC=C1N(Cc1ccccc1)C(=O)[C@H](CC(=O)N1CCC(c3ccccc3)CC1)C2	2	0.1	0	0	·	-5	4	9	-2	-11
46	Cc1cc(OCc2nn[nH]n2)c2c(C)c(CC(=O)O)c(=O)oc2c1	-5	12	2	13	2.2	i	2	2	1	-5
47	CCOC(=O)C1(C)CCN1C(=O)c1cc(F)ccc1C (stereo not given)	2	0.6	-6	-4	0.5	-17	2	-3	-3	-4
48	CCOc1ccc(CCNC(=O)COC(=O)c2ccccc2O)cc1OCC	-2	1.6	3	6	0.0	2	-7	-9	0	-5
49	C(=C\c1ccccc1)/CSc1nnc(COc2ccccc2)n1Cc1ccco1	-12	-0.1	-3	·	·	19	6	-7	-7	·
50	O=C(NC1CCCC1)C(c1cccnc1)N(C(=O)c1csnn1)c1ccc(F)cc1 (stereo not given)	15	-0.4	7	8	-2.7	-21	0	-3	4	3
51	COc1ccc(CCN(C(=O)/C=C/C(=O)O)C2CC(=O)N(c3ccccc3)C2=O)cc1 (stereo not given)	3	0.5	1	11	4.7	3	0	2	-1	-5
52	Cc1ccccc1CN1CCN(C(=O)c2cccc(F)c2)CC1	-2	-0.3	3	-3	0.1	-5	-4	-5	2	-4
53	O=C1CC(c2cccc(Cl)c2)CC(O)=C1C=NCCCO (stereo not given)	10	0.5	7	-15	-0.5	-1	4	0	0	-11
54	C[C@@H]1CN([C@H](C)CO)C(=O)CCCn2cc(nn2)CO[C@H]1CN(C)C(=O)NC1CCCCC1	12	0.3	0	4	0.8	-15	1	1	9	8

Arranged by count of non-hydrogen atoms (lowest first): 3 of the compounds above
item	compound	HGIII-sPLA2 inh	proKLK7 act	Tn6 DDE FP	ASAP1 inh	FXN GAA850 act	ADAM10 inh	rCAG RNA binder	NPR2 activator	GC-A act	ARFGAP1 inhibitor
50	O=C(NC1CCCC1)C(c1cccnc1)N(C(=O)c1csnn1)c1ccc(F)cc1 (stereo not given)	15	-0.4	7	8	-2.7	-21	0	-3	4	3
51	COc1ccc(CCN(C(=O)/C=C/C(=O)O)C2CC(=O)N(c3ccccc3)C2=O)cc1 (stereo not given)	3	0.5	1	11	4.7	3	0	2	-1	-5
54	C[C@@H]1CN([C@H](C)CO)C(=O)CCCn2cc(nn2)CO[C@H]1CN(C)C(=O)NC1CCCCC1	12	0.3	0	4	0.8	-15	1	1	9	8
